Assay outcomes deposited in PubChem by National Center for Advancing Translational Sciences (NCATS).
D3 ag – activates the human D3 dopamine receptor; D3R DiscoveRx beta-arrestin cells, luminescence, 90 min; max activation, %; 410,000 tested, 0.58% active; AID 652048; in the data active = max activation above about 30%; also: 0% is about no effect; mostly tested at two doses, the higher about 12 µM
Target sequence (P35462 whole entry, looked up): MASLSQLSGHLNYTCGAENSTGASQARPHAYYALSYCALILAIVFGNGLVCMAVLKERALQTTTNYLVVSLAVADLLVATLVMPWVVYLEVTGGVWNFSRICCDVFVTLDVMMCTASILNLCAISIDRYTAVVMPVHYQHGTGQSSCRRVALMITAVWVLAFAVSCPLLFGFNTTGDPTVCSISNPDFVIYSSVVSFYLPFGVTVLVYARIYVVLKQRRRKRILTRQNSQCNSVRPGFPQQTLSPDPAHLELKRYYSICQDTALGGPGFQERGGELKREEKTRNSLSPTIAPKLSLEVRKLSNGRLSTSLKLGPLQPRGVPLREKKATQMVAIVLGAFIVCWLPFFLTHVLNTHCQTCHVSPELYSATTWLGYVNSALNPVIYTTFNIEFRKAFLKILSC
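Agonist mode: compounds and dopamine controls were applied to plated cells for 90 min at 37 degrees C after an overnight attachment at 1500 cells/well. Luminescent read-out followed 30 - 60 minutes at room temperature with DiscoveRx detection reagent.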
KB-3-1 cytotox – kills parental KB-3-1 adenocarcinoma cells. 400,000 tested, 1.4% active. KB-3-1 viability, CellTiter-Glo ATP luminescence, 72 h. AID 1347075. Potency, µM (series often up to 46.1 µM), for inactives: at the top dose activity change, negative = cytotoxic, usual class: cytotoxic; also: potency is read from the fitted curve at half-maximal effect; % is scaled to controls: 0 for no effect and ±100 for the full control effect; nearly all actives have a fitted effect of over 60% in size
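KB-3-1 cells, DMEM (no phenol red) + 10% FBS; compound by pin transfer, 72 h, 37 °C. Readout: CellTiter-Glo luminescence after 10 min. Data normalized, curve-fitted.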
HT1080 IDH1KD tx – toxicity to HT-1080 IDH1 knockdown cells (counter line); HT-1080 IDH1 knockdown viability, ATP luminescence, 48 h; Potency, µM (series often up to 46.1 µM), for the others: top-dose activity, negative = toxicity, actives largely listed as cytotoxic; 360,000 tested, 2% active; AID 686971;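 also: potency is read from the fitted curve at half-maximal effect; 0% = DMSO wells and -100% = cell-free medium wells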
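After a 2 h attachment period, IDH1KD HT-1080 cells took pin-transferred compound for 48 h at 37 °C; ATP-based luminescence after 10 min room-temperature reagent incubation reported viability.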
HEK293 tox – cytotoxicity counter-screen for GLP-1 receptor inverse agonists. HEK293 cAMP-luciferase reporter cells, luminescence, 24 h. Potency, µM (highest dose often 38.3 µM), for inactives: top-dose activity change, negative = inhibition, actives largely listed as inhibitors. 410,000 tested, 0.13% active;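 also: loss of luciferase light is scored as toxicity; potency is read from the fitted curve at half-maximal effect; % is scaled to controls: 0 for no effect and ±100 for the full control effect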
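1536-well qHTS counterscreen of the MLSMR; 200 cells/uL, 12 h pre-incubation, 23 nL cpd, 24 h at 37 deg C 5% CO2, luciferase detection reagent, 12 min RT, luminescence. Inhibition = undesired.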
SW480 rerep – inducers of DNA re-replication in SW480 colon cancer cells; SW480 DNA re-replication, Hoechst DNA content imaging, 48 h; Potency, µM (titrated, usually from 46.1 µM), inactives show at the highest dose re-replication activation, hits mostly activators; 340,000 tested, 1.8% active; also: potency is read from the fitted curve at half-maximal effect; % of control where 0% means no effect; nearly all actives have a fitted effect of over 55% in size
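Image-based read-out: total Hoechst fluorescence of nuclei (405 nm excitation, 500-530 nm emission), with hits raising the fraction of high-intensity nuclei. SW480 colon cells incubated 48 hr with compounds at 37 C.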
MCF10A rereplic – inducers of DNA re-replication in MCF 10A breast cells. 350,000 tested, 2.9% active. Potency, µM (top dose mostly 46.1 µM), for the others: top-dose activity, positive = re-replication, hits mostly activators. MCF 10A DNA re-replication, Hoechst nuclear intensity, 48 h; also: potency is read from the fitted curve at half-maximal effect; % of control where 0% means no effect; nearly all actives have a fitted effect of over 50% in size
IL-1B inflam inh – blocks inflammasome-driven IL-1 beta release; activity change, % at 57.5 µM; THP-1 LPS/ATP IL-1B secretion, AlphaLISA, 16 h; hits give low values; 360,000 tested, 4.7% active; AID 743279; in the data active = activity change below about -50%; inconclusive = mostly about -30% to -49%; also: % is scaled to controls: 0 for no effect and ±100 for the full control effect
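THP-1 cells pretreated 1 hr with compounds (up to 57.5 uM final), then stimulated with LPS (250 ng/mL final) plus ATP (1.25 mM final); secreted IL-1B measured by AlphaLISA after 16 hr, decreased signal indicating inhibition.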
KB-V1 MDR tox – kills drug-selected multidrug resistant KB-V1 cells. 400,000 tested, 3.4% active. KB-V1 MDR cells viability, CellTiter-Glo, 72 h. Potency, µM (titrated, usually from 46.1 µM), inactives show at the top dose activity change, negative = cytotoxicity, hits mostly cytotoxic; also: potency is read from the fitted curve at half-maximal effect; % is scaled to controls: 0 for no effect and ±100 for the full control effect; nearly all actives have a fitted effect of over 60% in size
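qHTS viability screen in drug-selected KB-V1 MDR cells: 72 h compound treatment at 37 degrees C, ATP luminescence end point.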
HT1080NT lethal – kills 2HG-producing HT-1080-NT fibrosarcoma cells; HT-1080-NT fibrosarcoma viability, CellTiter-Glo ATP luminescence, 48 h; Potency, µM (highest dose often 46.1 µM), for inactives: at the top dose activity, negative = less viability, actives largely listed as cytotoxic; 360,000 tested, 1.6% active;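 also: NT is the 2HG producing partner of a matched IDH1 knockdown line; potency is read from the fitted curve at half-maximal effect; 0% = DMSO-treated cells and -100% = media-only wells without cells; nearly all actives have a fitted effect of over 55% in size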
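Viability by CellTiter-Glo luminescence after 48 h compound exposure at 37C of HT-1080-NT cells (750/well, RPMI, 5% FBS). % activity scaled between DMSO wells and medium-only wells, then curve-fitted and categorized by curve class.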
Active calls of the source: *; i = inactive; ? = inconclusive; . = no result given; & = joins results of further samples; [ ] = dose if it differs, or a comment. Unless noted, calls follow the shape of the dose curve; as a rule, active = well fitted curve in the direction sought with a large enough effect; inconclusive = small, poorly fitted or top-dose-only effect, or another doubt; inactive = no such curve, though single readings can be large; an effect the other way counts as inactive or inconclusive.

SMILES | D3 ag | KB-3-1 cytotox | HT1080 IDH1KD tx | HEK293 tox | SW480 rerep | MCF10A rereplic | IL-1B inflam inh | KB-V1 MDR tox | HT1080NT lethal
CCOC(=O)CC(NC(=O)CCc1c(C)nc2nc(C)nn2c1C)c1ccc(C)cc1 (stereo not given) | 3 | 20% | 5% | -2% | -6% | -5% | 29 | 15% | 0%
COc1ccccc1CNC(=O)CCS(=O)(=O)Cc1ccc(C)cc1 | -5 | -2% | 3% | 4% | -5% | -2% | 0 | -13% | -1%
COc1cc(-c2nc(-c3ccccc3)c(-c3cccs3)[nH]2)cc(OC)c1OC | 12 | 0% | ? | -4% | 0% | ? | ? | 0% | 0%
O=C(CC1(O)C(=O)Nc2ccc(Br)cc21)c1ccc2c(c1)OCO2 (stereo not given) | -2 | 0% | -14% | 9% | ? | ? | 48 | 1% | -7%
CCOc1cccc(C(=O)Nc2cccnc2)c1 | 2 | 5% | 24% | -6% | -6%[9.22 µM] | 1% | -11 | 2% | 24%
CC(=O)NC(c1ccc(C(C)C)cc1)c1ccc2cccnc2c1O (stereo not given) | 4 | 0.65µM* | ? | -1% | 0.82µM* | ? | 168 | ? | ?
CCN(CC)C(=O)Cn1c(=O)oc2ccccc21 | 2 | 1% | -1% | 5% | ? | 0% | 12 | 6% | 4%
CC1CCN(S(=O)(=O)N2CCC(C(=O)NCc3ccc4c(c3)OCO4)CC2)CC1 | 3 | -1% | 6% | 0%[1.53 µM] | -3% | 0% | -1 | ? | 15%
O=C(O)c1ccc(NCc2ccc(Br)cc2)cc1 | 2 | -3% | -13% | 0% | 9% | -1% | 23 | 1% | -7%
CN1C=CC=C/C1=C1/SC(=S)N(Cc2ccccc2)C1=O | -2 | 3% | -1% | ? | 18% | 9% | -1 | 12% | 6%
CCO[C@@H]1OC(C(=O)N2CCCCCCC2)=C[C@H](c2ccc3c(c2)OCO3)[C@H]1CCCO | -37 | -7% | 1% | -3% | -8%[9.22 µM] | 7% | -25 | -26% | 2%
COc1ccc(-c2nc(CS(=O)(=O)CC(=O)NCc3ccccc3Br)c(C)o2)cc1 | 2&3 | 2% | -5% | 1%&-12% | -2% | 0% | 1 | 7% | 4%
COc1ccc(NC(=O)CN(C)C(=O)C2CCCO2)cc1 (stereo not given) | -1 | 7% | 1% | 8% | -42%[inhibitor] | -1% | -1 | ? | -6%[9.24 µM]
Nc1nccc(-c2nn(-c3ccc(Cl)cc3)ccc2=O)n1 | 2 | 0% | 1% | 3% | -3% | 1% | 3 | 13% | 6%
Nc1nc(-c2ccccc2)c(N=Nc2cccc3ccccc23)s1 | -9 | ? | 21µM* | ? | ? | ? | -26 | ? | ?
COc1ccc(OCCCC(=O)Nc2cc(Cl)ccc2-n2cncn2)cc1 | 0 | -3% | -3% | 6% | 4% | 0% | -1 | 0% | -8%
COc1ccc(-n2nc(C(=O)N3CCN(c4cccc(C)c4)C(C)C3)c3c4ccccc4n(C)c3c2=O)cc1Cl (stereo not given) | -17 | -9% | . | 12% | . | . | . | 7% | .
CCOc1ccc2nc(N3CCCC(C(=O)NCc4ccc(OC)cc4)C3)sc2c1 (stereo not given) | 8 | 12% | . | -12% | . | . | . | -6% | .
CCOC(=O)Cn1nc(/C=C/c2ccccc2)ccc1=O | 5 | 9% | -2% | 1% | -2% | -2% | -3 | ? | 0%
CC(=O)Nc1ccc(N(C(=O)c2cnccn2)C(C(=O)NC2CCCCC2)c2ccc(O)cc2)cc1 (stereo not given) | -5 | 2% | 1% | 4% | -2% | -14% | 4 | 3% | 0%
COc1ccc(/C=C/C2=CC(C)(C)NC(=S)N2)c(OC)c1 | 7 | -16% | -1% | ? | -33%[inhibitor] | ? | -87* | -21% | -1%
O=C(Cn1cc(Br)ccc1=O)Nc1ccc2c(c1)OCO2 | -3 | 2% | 11% | -13% | -16% | 0% | -7 | -4% | -4%
COC(C[C@@H]1O[C@H]1[C@@H](O)COCc1ccccc1)OC | 15 | 15% | 13% | 6% | -17%[9.22 µM] | 0% | 0 | 0% | 17%
COc1ccc2[nH]c(=O)c(-c3nnn(-c4ccccc4)n3)cc2c1 | 15 | 29% | 10% | -21% | -8% | -2% | ? | 19% | 9%
O=C(NCCCn1ccnc1)c1nn2c(C(F)(F)F)cc(-c3ccccc3)nc2c1Cl | -5 | -2% | -9% | 5% | 6.5µM* | -1% | ? | 5% | -9%
Oc1ccc(N2CCN(c3ncnc4sc5c(c34)CCC5)CC2)cc1 | 9 | -1% | ? | -2% | ? | 13µM* | -28 | 0% | -24%
COc1ccc(C(CC(=O)Nc2cc([N+](=O)[O-])ccc2OC)c2ccccc2)cc1 (stereo not given) | 11 | 1% | 5% | -17% | -3% | 16% | 17 | ? | -1%
COc1ccc(CCN2C(=O)N[C@@H](CCC(=O)O)C2=O)cc1 | -3 | 0% | -2% | 0% | -13% | -12% | -8 | -13% | -6%
COC(=O)c1cccc(C(=O)N2CCCC(CCC(=O)N(C)CCc3ccccn3)C2)c1 (stereo not given) | 21 | 7% | 5% | 4% | 0% | -2% | 7 | 1% | 13%
O=C(CCC(=O)N1CCN(c2cccc(Cl)c2)CC1)c1cccs1 | -9 | -6% | ? | -4% | -35%[inhibitor] | ? | -7 | -12% | ?
Cn1c(CO)nc2c3ccccc3ccc21 | 5 | 2% | 2% | -7% | -8% | 0% | 2 | 12% | 0%
CCN(CC)CCCNc1cc2n(c(=O)n1)CCc1cc(OC)c(OC)cc1-2 | -2 | -5% | -7% | 1% | -7% | -11% | -2 | 8% | -7%
C[C@H](CO)N1C[C@H](C)[C@@H](CN(C)C(=O)c2cccc(F)c2)Oc2cc(-c3cncnc3)ccc2S1(=O)=O | -8 | -9% | 3% | 1% | . | . | 4 | -5% | 2%
Cc1ccc(NC(=O)[C@@H]2CCCN2S(=O)(=O)c2ccccc2F)cc1S(=O)(=O)N1CCOCC1 | -1 | 6% | -2% | -5% | 5% | ? | 28 | 3% | -2%
COc1ccc(CC(N)c2csc(NC(=O)c3cc(C(C)(C)C)nn3Cc3ccccc3)n2)cc1 (stereo not given) | 5 | ? | 21µM* | ? | . | . | -78* | ? | 21µM*
CN(c1nc2ccccc2nc1Cl)S(=O)(=O)c1ccccc1 | 0 | 10% | 4% | -7% | ? | ? | -6 | 15% | -3%
CN(Cc1cccs1)c1nc(-c2cccnc2)nc2ccccc12 | -2 | ? | -3% | 7%[0.307 µM] | 2% | ? | -92* | ? | -5%
Oc1c(Br)cc(Br)cc1/C=N/n1c(-c2ccccc2)n[nH]c1=S | -4 | 2% | -18% | 4% | ? | 7% | -3 | ? | -3%
O=[N+]([O-])c1ccc(-c2ccc(/C=N/n3cnnc3)o2)c(Br)c1 | 3 | -12% | -2% | 4% | ? | 18% | 0 | -15% | -21%
CCOc1ccc(-c2cn3c(n2)sc2cc(C(=O)NCCc4ccc(OC)c(OC)c4)ccc23)cc1 | -12 | 23% | . | 12% | . | . | . | 2% | .
CN(CC(=O)Nc1ccccc1C(F)(F)F)Cc1c(O)ccc2ccccc12 | -13 | -2% | -21% | 3% | 8% | 21% | ? | -6% | ?
O=C(COc1coc(CN2CCN(c3ccccc3F)CC2)cc1=O)Nc1ccccc1 | -1 | -9% | 17% | 8% | -55%[inhibitor] | 0% | 14 | 3% | 2%
Cc1noc(NS(=O)(=O)c2ccc(NC(=O)C(Cl)(Cl)Cl)cc2)c1C | 0 | -1% | 12% | 2% | -34%[inhibitor] | 6% | i | 8% | 7%
Cc1cccc(CN2CCN(C3CN(Cc4cn(Cc5cc(C)cc(C)c5)nn4)S(=O)(=O)C3)CC2)c1 (stereo not given) | -9 | ? | -27% | -17% | . | . | -19 | ? | -14%

Six entries picked at random from those above:
SMILES | D3 ag | KB-3-1 cytotox | HT1080 IDH1KD tx | HEK293 tox | SW480 rerep | MCF10A rereplic | IL-1B inflam inh | KB-V1 MDR tox | HT1080NT lethal
COc1ccc(/C=C/C2=CC(C)(C)NC(=S)N2)c(OC)c1 | 7 | -16% | -1% | ? | -33%[inhibitor] | ? | -87* | -21% | -1%
Cn1c(CO)nc2c3ccccc3ccc21 | 5 | 2% | 2% | -7% | -8% | 0% | 2 | 12% | 0%
CN1C=CC=C/C1=C1/SC(=S)N(Cc2ccccc2)C1=O | -2 | 3% | -1% | ? | 18% | 9% | -1 | 12% | 6%
C[C@H](CO)N1C[C@H](C)[C@@H](CN(C)C(=O)c2cccc(F)c2)Oc2cc(-c3cncnc3)ccc2S1(=O)=O | -8 | -9% | 3% | 1% | . | . | 4 | -5% | 2%
O=C(CC1(O)C(=O)Nc2ccc(Br)cc21)c1ccc2c(c1)OCO2 (stereo not given) | -2 | 0% | -14% | 9% | ? | ? | 48 | 1% | -7%
CCOc1ccc(-c2cn3c(n2)sc2cc(C(=O)NCCc4ccc(OC)c(OC)c4)ccc23)cc1 | -12 | 23% | . | 12% | . | . | . | 2% | .

An excerpt from above in order of molar mass, low to high:
SMILES | D3 ag | KB-3-1 cytotox | HT1080 IDH1KD tx | HEK293 tox | SW480 rerep | MCF10A rereplic | IL-1B inflam inh | KB-V1 MDR tox | HT1080NT lethal
O=[N+]([O-])c1ccc(-c2ccc(/C=N/n3cnnc3)o2)c(Br)c1 | 3 | -12% | -2% | 4% | ? | 18% | 0 | -15% | -21%
CN(CC(=O)Nc1ccccc1C(F)(F)F)Cc1c(O)ccc2ccccc12 | -13 | -2% | -21% | 3% | 8% | 21% | ? | -6% | ?
CCOc1ccc(-c2cn3c(n2)sc2cc(C(=O)NCCc4ccc(OC)c(OC)c4)ccc23)cc1 | -12 | 23% | . | 12% | . | . | . | 2% | .
